Screening data: PubChem, several laboratories
bovine MsrA act – activates bovine MsrA enzyme; purified bovine MsrA, absorbance read-out; activation, % at 10.6 µM; actives 0.3% (n = 360,000); AID 602163; in the data active means activation above about 7.5%;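 further: 0% = vehicle and 100% = reference activator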
Scp-1 inhibitor – blocks human Scp-1 phosphatase activity. inhibition, % at 20 µM. Recombinant Scp1, phosphopeptide, malachite green phosphate absorbance. actives 0.88% (n = 340,000);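 active means inhibition above about 50% at 20 µM, limit read from the data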;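 further: plate controls were DMSO wells with enzyme for no effect and wells lacking enzyme for full effect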
Target sequence (Q9GZU7 76-261 limits assumed): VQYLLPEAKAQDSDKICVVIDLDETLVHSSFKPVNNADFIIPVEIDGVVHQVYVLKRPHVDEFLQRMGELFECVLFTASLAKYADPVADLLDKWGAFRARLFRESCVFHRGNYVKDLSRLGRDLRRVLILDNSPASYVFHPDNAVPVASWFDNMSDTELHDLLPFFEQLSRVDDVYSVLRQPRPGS
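Material – SCP-1 phosphatase catalytic domain, residues 76-261 · Buffer or medium – Acidic Tris acetate buffer with magnesium and detergent · Also added – Phospho 17-mer peptide substrate · Compound – single 20 µM dose, 1% DMSO · Times – 45 min room-temperature reaction, 5 min colour, 30 min stabiliser · Technique – Phosphate-binding colour reagent, absorbance read at 630 nm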
DNMT1 inh – DNMT1 (human) enzyme inhibition; DNMT1 molecular beacon, Hinp1I cleavage, fluorescence; inhibition (reported as % activation of signal), % at 10 µM; actives 0.83% (n = 360,000); AID 588458; in the data active means inhibition above about 50%
SUMO1-SIM PPI – SUMO1-SIM interaction modulation; actives 0.33% (n = 360,000); SUMO1 binding to a labelled peptide, TR-FRET, 1 h; inhibition, % at 20 µM; P63165; in the data active means inhibition above about 37%
Tb MetRS inh – blocks T. brucei methionyl-tRNA synthetase activity. purified T. brucei MetRS, ATP depletion, Kinase-Glo luminescence. inhibition, % at 11.9 µM. actives 0.4% (n = 360,000). AID 624268;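 active means inhibition above a per-plate cutoff of the control wells' mean inhibition plus 3 SD, cut at about 5.5% in these data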;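 further: 0% = DMSO wells median and 100% = median of wells with control inhibitor compound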
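Test system: purified T. brucei MetRS enzyme. Also added: ATP, methionine and E. coli bulk tRNA substrates. Compound: 11.9 µM single point. Schedule: 15 min enzyme-compound preincubation, 2 h reaction, 10 min detection, 25 °C. Signal: luciferase luminescence of residual ATP, Kinase-Glo. Evaluation: percent inhibition versus plate control medians. Controls: DMSO wells, low control.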
CendR NRP1 mod – NRP-1/CendR interaction modulation | FAM-RPARPAR peptide binding to NRP-1, fluorescence polarization | inhibition, % at 25 µM | actives 0.85% (n = 360,000) | AID 602438;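 active means inhibition or corrected inhibition above about 18%, plus a signal ratio from 0.5 to 1.5, limit read from the data, passing the limit was not always enough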; further: strong numbers were not always called active
Target sequence (O14786 whole entry, looked up): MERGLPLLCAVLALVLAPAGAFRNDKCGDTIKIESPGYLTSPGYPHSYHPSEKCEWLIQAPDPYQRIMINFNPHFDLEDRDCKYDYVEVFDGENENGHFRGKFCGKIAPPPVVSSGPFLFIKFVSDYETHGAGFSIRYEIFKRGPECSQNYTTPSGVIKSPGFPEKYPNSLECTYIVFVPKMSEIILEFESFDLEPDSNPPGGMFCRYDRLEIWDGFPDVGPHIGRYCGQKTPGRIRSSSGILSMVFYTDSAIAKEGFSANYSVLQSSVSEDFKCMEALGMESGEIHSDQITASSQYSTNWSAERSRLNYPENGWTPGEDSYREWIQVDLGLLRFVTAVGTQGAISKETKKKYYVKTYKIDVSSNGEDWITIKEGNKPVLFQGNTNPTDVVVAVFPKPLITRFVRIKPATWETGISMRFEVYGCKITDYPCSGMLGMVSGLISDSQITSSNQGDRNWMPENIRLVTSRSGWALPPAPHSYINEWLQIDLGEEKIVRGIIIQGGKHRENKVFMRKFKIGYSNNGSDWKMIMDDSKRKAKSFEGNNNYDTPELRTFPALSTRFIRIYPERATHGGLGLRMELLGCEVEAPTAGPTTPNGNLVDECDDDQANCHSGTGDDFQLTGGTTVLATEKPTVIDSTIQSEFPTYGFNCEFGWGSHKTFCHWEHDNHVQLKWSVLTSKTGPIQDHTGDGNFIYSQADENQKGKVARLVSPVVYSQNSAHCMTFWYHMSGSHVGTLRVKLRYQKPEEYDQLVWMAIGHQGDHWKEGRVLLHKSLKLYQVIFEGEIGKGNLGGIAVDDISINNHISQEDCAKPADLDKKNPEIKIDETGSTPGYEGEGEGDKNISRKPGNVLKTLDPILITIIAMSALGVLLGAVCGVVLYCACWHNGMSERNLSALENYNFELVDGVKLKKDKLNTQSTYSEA
LMPTP inh – LMPTP (human) inhibition | P24666 | recombinant LMPTP-A, OMFP fluorogenic substrate, fluorescence intensity | inhibition, % at 20 µM | actives 0.22% (n = 360,000) | AID 651560;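 active means compounds that cut the enzyme signal by at least half of the control window in the single-dose screen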;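 further: plate controls were DMSO wells with enzyme plus substrate for no effect and substrate without enzyme for full effect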
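Test system: LMPTP-A phosphatase enzyme; input: 0.625 nM LMPTP-A final; reagent: OMFP substrate, 400 µM final; compound dosing: 20 µM single dose, 3% DMSO; incubation: 50 min dark incubation at room temperature; measured by: endpoint fluorescence intensity from OMFP dephosphorylation; measure: % inhibition relative to no-enzyme and uninhibited control wells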
E coli Lon inh – inhibitors of E. coli Lon protease; AID 602123; P0A9M0; actives 0.42% (n = 360,000); inhibition, % at 7.94 µM; purified E. coli Lon protease, fluorescence polarization; in the data active means inhibition above about 13%, passing the limit was not always enough;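 further: 0% = enzyme with probe and DMSO and 100% = no enzyme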
STEP block – blocks human striatal-enriched tyrosine phosphatase; AID 588621; recombinant STEP, OMFP fluorogenic substrate, fluorescence; P54829; inhibition, % at 20 µM; actives 0.25% (n = 360,000);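 active means inhibition at 20 µM, scaled per plate between control wells, above about 37%, limit read from the data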;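 further: 0% = DMSO with enzyme and substrate and 100% = substrate only without enzyme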
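Material: STEP (striatal-enriched tyrosine phosphatase) enzyme, cell-free | Medium: 50 mM Bis-Tris pH 6.0 with 2.5 mM DTT and 0.005% Tween 20 | Read-out: Percent inhibition scaled to no-enzyme and uninhibited-enzyme controls, plate-pattern corrected | Signal: Fluorescence read at 480 nm ex / 540 nm em | Times: 20 min reaction, room temperature, in the dark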
MsrA inhibitor – inhibitors of bovine MsrA; actives 0.75% (n = 360,000); purified bovine MsrA, absorbance read-out; inhibition, % at 15.5 µM; AID 651718; in the data active means inhibition above about 4.5%;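 further: 0% = vehicle wells with enzyme and 100% = reference inhibitor wells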
* = called active by the depositor; · = no result given. Hits appear at their usual frequency, and some 4.3% of all compounds hit somewhere here.

SMILES | bovine MsrA act | Scp-1 inhibitor | DNMT1 inh | SUMO1-SIM PPI | Tb MetRS inh | CendR NRP1 mod | LMPTP inh | E coli Lon inh | STEP block | MsrA inhibitor
CCC(C(=O)NC(C)(C)C)N(Cc1ccco1)C(=O)CNS(=O)(=O)c1ccc(OC)cc1 (stereo unspecified) | -1.4 | -3.0 | -0.8 | -3.9 | 0.8 | -2.2 | 0.3 | -3.3 | -2.9 | -0.2
O=C(OCc1nc2ccccc2s1)c1ccccc1O | -8.4 | 2.2 | -3.0 | -2.9 | -0.8 | 9.7 | 2.6 | -7.6 | 0.8 | -1.2
CCOC(=O)c1ccccc1NC(=O)COC(=O)CSCC(=O)Nc1cc(C)on1 | -0.3 | -2.3 | 1.9 | 3.2 | -0.5 | 15.5 | 0.3 | 0.3 | -0.6 | 0.4
O=C(O)CCCCCNC(=O)/C=C/c1ccco1 | -10.6 | 14.7 | 3.8 | -4.6 | -0.6 | -2.1 | 1.2 | -3.2 | 0.1 | -0.4
c1ccc2c3c([nH]c2c1)C1(CCCCC1)NCC3 | -0.7 | 9.5 | -1.3 | 3.0 | 0.2 | -2.7 | -0.3 | -5.3 | -0.3 | 0.3
Cc1ccc(S(=O)(=O)N2CC(=NN=C(N)N)C2)cc1 | -3.1 | -7.1 | -0.1 | 5.1 | 0.2 | 1.4 | -2.3 | 2.5 | -0.6 | 0.7
COc1ccc(C2CC(O)(c3ccccc3)Oc3cc(OC)c(OC)c(OC)c32)cc1 (stereo unspecified) | -2.2 | -11.0 | -7.3 | -6.8 | -0.3 | -6.1 | 0.8 | -1.8 | -3.2 | 0.7
CCN(CC)C(=O)C(=O)N/N=C/c1ccc(C(=O)OC)cc1 | 0.3 | 0.2 | -1.1 | -6.0 | 0.3 | 1.2 | -1.2 | -16.1 | -1.6 | -0.9
c1ccc(CCNc2ncnc3scc(C4COc5ccccc5O4)c23)cc1 (stereo unspecified) | 3.0 | 9.7 | -7.6 | 0.7 | -0.3 | 15.4 | 6.1 | 9.4 | 5.1 | 1.3
c1ccc(CNc2ncnc3nc[nH]c23)nc1 | -1.3 | -9.1 | 1.0 | 5.0 | -0.1 | -4.2 | -1.0 | -5.8 | 1.8 | -0.2
Cn1cc(/C=C2\SC(=O)N(c3ccc(O)cc3)C2=O)c2ccccc21 | -7.2 | -10.6 | -13.5 | -5.7 | 0.0 | -15.1 | 5.8 | 2.5 | -1.2 | 2.0
CNc1c(NS(=O)(=O)c2ccc(F)c(Cl)c2)c(=O)oc2ccccc12 | -3.1 | 0.7 | -1.8 | 20.9 | -0.2 | 9.6 | -1.1 | 4.5 | -0.1 | 0.5
O=C(c1cc(-c2ccccc2Cl)nc2ccccc12)N1CCC1 | -6.5 | -1.2 | -12.1 | -29.1 | -0.5 | 1.0 | 1.8 | 0.5 | -3.1 | -0.3
CS(=O)(=O)N1CCN(C(=O)c2cccnc2)CC1 | -5.4 | 1.5 | 2.5 | -0.4 | -1.0 | -4.0 | 1.1 | -2.5 | -2.9 | -1.1
C=CCn1c(C)cc(C(=O)COC(=O)CCc2cc(OC)c(OC)c(OC)c2)c1C | 5.0 | -2.7 | 0.5 | 6.5 | 0.2 | 13.3 | -1.1 | 8.8 | -1.1 | 1.5
Cn1c(=O)c2ccccc2n2c(CCl)nnc12 | -14.7 | -0.8 | 0.3 | -4.5 | -1.5 | -4.0 | -1.0 | -5.7 | -3.4 | -1.1
CCOC(=O)c1c(-c2ccc(C)o2)csc1NC(=O)COC(=O)c1ccc(NC(N)=O)cc1 | -5.3 | -7.8 | -3.4 | 17.6 | -0.2 | -32.9 | 5.7 | -6.1 | 1.7 | 0.0
Cc1cc(SCC(=O)N(CC(C)C)c2c(N)n(CC(C)C)c(=O)[nH]c2=O)nc2ccccc12 | -9.8 | 7.1 | 3.0 | 2.6 | -0.1 | 7.7 | 1.3 | -0.2 | -2.2 | -0.1
CC(CCC(=O)O)C1CC[C@@]2(C)C3C(=O)CC4C(C)(C)C(O)CC[C@]4(C)C3C(=O)C[C@]12C (stereo partly specified) | -2.7 | -2.8 | -3.5 | -2.0 | -0.1 | 8.1 | 4.3 | -5.6 | 2.7 | -0.3
COc1cccc(C(=O)/C=C/c2ccc(N3CCCCC3)c([N+](=O)[O-])c2)c1 | -3.7 | -7.1 | 9.7 | -6.5 | -0.5 | -2.0 | 4.7 | 5.1 | -0.5 | 1.7
CCC(=O)Nc1ccc(C(=O)OCc2ccccc2)cc1 | -6.4 | -7.1 | -0.7 | -0.2 | -0.9 | 5.3 | -0.6 | -3.5 | -4.6 | 0.2
Cc1cc(C(=O)OCC(=O)Nc2cccc(S(N)(=O)=O)c2)c(C)o1 | -2.5 | -12.7 | -2.4 | 3.2 | -0.5 | 6.9 | -0.7 | -5.2 | -2.8 | 0.5
Cc1cc(NS(=O)(=O)c2ccc(NC(=O)CSc3nc4ncccc4[nH]3)cc2)nc(C)n1 | -2.2 | -4.1 | 18.9 | 7.6 | 1.4 | -2.5 | -0.8 | 2.6 | -1.1 | 0.5
COc1ccc(NC(=O)C[C@H]2C(=O)N(c3ccccc3)C[C@@H]2C)cc1 | -3.2 | · | 7.5 | -1.0 | -0.5 | -7.3 | -2.8 | -4.1 | 3.4 | -0.1
O=C(COc1ccc2ccccc2c1Br)N1CCN(c2ccccn2)CC1 | -1.3 | 5.2 | -10.2 | -12.5 | -0.8 | -5.2 | 5.3 | 0.6 | 3.0 | 0.4
CCCCc1cc(=O)oc2cc(OCC(=O)NCc3ccccn3)ccc12 | -2.5 | -11.2 | -0.1 | 2.3 | 0.2 | -2.6 | -0.1 | -0.9 | -1.9 | -0.3
COc1cccc2[nH]c(=O)c(-c3ccccc3)cc12 | -1.6 | -15.9 | -3.7 | -6.2 | -1.1 | 6.8 | 1.4 | -12.1 | -2.5 | 4.2
CC(=O)C1=C(O)C2(C)c3c(O)c(C)c(O)c(C(C)=O)c3OC2CC1=O (stereo unspecified) | -1.5 | · | -13.8 | 6.5 | 0.0 | -96.7 | -0.7 | -21.9 | 0.1 | 1.3
CCCN1CCC(=O)N([C@H](CO)Cc2ccccc2)CC1 | -1.4 | -0.2 | -0.3 | -0.3 | -0.1 | 20.4 | -0.2 | -1.6 | -0.9 | -1.2
CCN(C(=O)COC(=O)c1cc2c(s1)CCCC2)c1c(N)n(Cc2ccccc2)c(=O)[nH]c1=O | -3.6 | 2.3 | 7.6 | 0.9 | -0.2 | -8.0 | 1.0 | -5.5 | -1.4 | -0.2
COc1ccccc1C(C)Nc1nc(-c2cccnc2)nc2ccccc12 (stereo unspecified) | -1.6 | 61.3* | -5.0 | 15.2 | 0.0 | -2.1 | 14.3 | -2.5 | 0.6 | 0.3
O=C(Nc1cccc([N+](=O)[O-])c1)c1ccc(CN2CCOCC2)cc1 | -8.2 | -4.4 | -2.5 | -13.8 | -0.8 | -1.3 | -1.8 | -6.3 | 5.1 | -0.1
COc1ccc(CCNC(=O)CN(c2ccc(OC)c(OC)c2)S(C)(=O)=O)cc1 | -3.0 | -9.5 | -2.2 | -1.6 | 0.0 | 4.3 | -1.4 | -2.6 | -0.3 | 1.4
Cc1ccc(NC(=O)c2ccccc2)cc1-n1cnnn1 | -1.5 | -4.2 | 0.1 | -1.6 | -0.1 | 8.5 | 0.6 | 2.7 | 1.8 | 0.2
C=C(C)CSc1nc(N)cc(=O)[nH]1 | -0.4 | -3.1 | -0.1 | 0.8 | -0.3 | 4.7 | -0.6 | -5.5 | 1.7 | 0.2
O=c1ccn([C@@H]2O[C@H](CNCc3ccc(-c4cc(C(F)(F)F)ccc4Cl)o3)[C@@H](O)[C@H]2O)c(=O)[nH]1 | -1.4 | -10.9 | 3.8 | -1.9 | -0.4 | -7.3 | -1.7 | -3.9 | 0.3 | -0.4

2 entries picked at random from those above:
SMILES | bovine MsrA act | Scp-1 inhibitor | DNMT1 inh | SUMO1-SIM PPI | Tb MetRS inh | CendR NRP1 mod | LMPTP inh | E coli Lon inh | STEP block | MsrA inhibitor
Cc1ccc(S(=O)(=O)N2CC(=NN=C(N)N)C2)cc1 | -3.1 | -7.1 | -0.1 | 5.1 | 0.2 | 1.4 | -2.3 | 2.5 | -0.6 | 0.7
CCOC(=O)c1ccccc1NC(=O)COC(=O)CSCC(=O)Nc1cc(C)on1 | -0.3 | -2.3 | 1.9 | 3.2 | -0.5 | 15.5 | 0.3 | 0.3 | -0.6 | 0.4

The list continues:
SMILES | bovine MsrA act | Scp-1 inhibitor | DNMT1 inh | SUMO1-SIM PPI | Tb MetRS inh | CendR NRP1 mod | LMPTP inh | E coli Lon inh | STEP block | MsrA inhibitor
CC(C)/C=N/Nc1nc(-c2ccc(Br)cc2)cs1 | -2.9 | -2.0 | -9.7 | -7.2 | -0.1 | 4.7 | 2.4 | 11.3 | -2.4 | -0.7
COc1ccccc1C1CN=NC12CCCc1ccccc1C2=O (stereo unspecified) | -0.1 | -13.9 | 1.5 | -2.3 | -1.1 | 4.0 | -0.7 | 11.0 | -0.8 | -0.6
COCCNc1oc(-c2ccc(F)cc2)nc1C#N | 3.2 | 0.8 | 2.3 | -5.9 | -0.5 | 12.5 | -1.5 | 0.6 | 3.2 | 0.2
COC(=O)Cn1c(CN2CCN(c3ccc(F)cc3)CC2)nc2c1c(=O)n(C)c(=O)n2C | -1.7 | -4.8 | 1.9 | -1.4 | 0.4 | -1.4 | -0.5 | -18.6 | 0.4 | ·
CCN(Cc1ccccc1)S(=O)(=O)c1c(C(=O)N2CCCC2)c(C)n(C)c1C | 1.6 | 43.8 | -0.7 | 2.6 | 0.1 | 10.8 | -0.4 | 7.2 | 1.9 | -0.7
O=S(=O)(c1cc(Cl)ccc1Cl)n1ccnc1 | -3.1 | 6.3 | -0.3 | 1.4 | -0.9 | -2.3 | -1.9 | 4.1 | -0.7 | 0.4
COC(=O)C(C)Oc1cc(OC(C)C(=O)OC)c2c(-c3ccccc3)cc(=O)oc2c1 (stereo unspecified) | -0.8 | -12.3 | 1.5 | -9.2 | -0.9 | 0.4 | 1.5 | -10.4 | -2.0 | 2.1
CCCCn1c(=S)[nH]c2cc(S(=O)(=O)N3CCOCC3)ccc21 | -0.6 | -0.1 | -2.5 | 1.6 | 0.3 | 0.8 | -1.4 | -7.9 | -1.7 | 1.0
Cc1cc(OCc2ccccc2)ccc1/C(O)=C1/C(=O)C(=O)N(Cc2cccnc2)C1c1ccncc1 (stereo unspecified) | -12.8 | -14.1 | 6.6 | -4.6 | -1.2 | 14.4 | 1.2 | -4.2 | 1.4 | 1.7
COCC(C)NCc1cc(Br)ccc1OC (stereo unspecified) | -2.5 | -9.0 | 1.7 | -4.0 | 0.1 | 2.5 | 0.2 | 2.1 | 0.2 | 1.8
COc1ccc(CCNC(=O)c2ccccc2NC(=O)c2ccco2)cc1OC | -0.1 | -5.7 | 3.3 | 3.5 | -0.3 | -34.4 | 0.3 | -6.4 | -3.2 | -0.7
